CHRM1 PAM – human CHRM1 positive allosteric modulation. CHO-K1 hM1, Fluo-8 calcium fluorescence, ACh EC20; 0% = ACh EC20, 100% = maximal ACh. activation, % at 3 µM. actives 0.088% (n = 360,000). AID 588819; in the data active means activation above about 19%, passing the limit was not always enough
Target sequence (P11229 whole entry, looked up): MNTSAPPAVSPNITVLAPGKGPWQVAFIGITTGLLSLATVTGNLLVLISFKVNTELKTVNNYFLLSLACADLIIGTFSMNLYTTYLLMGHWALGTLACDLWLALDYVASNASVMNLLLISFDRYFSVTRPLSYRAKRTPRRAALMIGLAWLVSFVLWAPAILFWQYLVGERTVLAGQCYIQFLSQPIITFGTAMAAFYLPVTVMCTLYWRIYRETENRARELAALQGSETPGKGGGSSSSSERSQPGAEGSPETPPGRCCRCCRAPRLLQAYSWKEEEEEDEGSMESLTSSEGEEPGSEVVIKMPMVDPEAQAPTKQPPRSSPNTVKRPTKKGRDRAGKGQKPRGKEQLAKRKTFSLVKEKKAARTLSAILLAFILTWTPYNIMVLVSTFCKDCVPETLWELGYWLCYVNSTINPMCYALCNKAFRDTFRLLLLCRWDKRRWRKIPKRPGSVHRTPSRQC
TAAR1 ag – human TAAR1 agonism; activation, % at 3 µM; actives 0.99% (n = 360,000); CHO RD-HGA16 TAAR1, Fluo-8 calcium fluorescence; vehicle wells 0%, saturating PEA agonist 100%; Q96RJ0;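 active means activation above the mean activation of all test compounds in the run plus 3 SD, cut at about 38% in these data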
Target sequence (Q96RJ0 whole entry, looked up): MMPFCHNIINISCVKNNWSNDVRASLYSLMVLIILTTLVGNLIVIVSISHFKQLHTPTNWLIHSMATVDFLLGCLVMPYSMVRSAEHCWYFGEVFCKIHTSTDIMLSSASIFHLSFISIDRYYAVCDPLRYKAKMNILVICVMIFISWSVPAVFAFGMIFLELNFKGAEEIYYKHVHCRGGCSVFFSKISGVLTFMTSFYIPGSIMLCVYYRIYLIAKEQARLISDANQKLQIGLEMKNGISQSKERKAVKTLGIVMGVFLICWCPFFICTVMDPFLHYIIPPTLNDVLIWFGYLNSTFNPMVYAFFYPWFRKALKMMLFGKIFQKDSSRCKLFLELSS
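Signal – calcium-sensitive Fluo-8 signal, excitation 470-495, emission 515-575 nm · System – RD-HGA16 (CHO) cells co-expressing Gα16 and hTAAR1 · Incubation – 17-24 h seeding, 75 min 37 °C dye, 30 min RT · Compound dosing – 3 µM single concentration · Repeats – no replicates (n 1)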
CHO-K1 Ca ag – M1 agonist counterscreen hit in parental CHO-K1 cells; Fluo-8 calcium fluorescence; scaled to maximal ATP response, vehicle zero; actives 0.48% (n = 360,000); activation, % at 3 µM; AID 602248; in the data active means activation above about 15%;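 further: untransfected CHO-K1 host cells lacking M1 receptor as counterscreen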
CHO-K1 Ca antag – counter-screen for M1 antagonists: effect in parental CHO-K1 cells; actives 0.6% (n = 360,000); AID 602250; inhibition, % at 3 µM; ATP-induced calcium, Fluo-8 fluorescence;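 active means inhibition above a per-plate cutoff, the plate's mean sample inhibition plus 3 SD, cut at about 24% in these data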;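 further: 0% = DMSO plus EC80 ATP and 100% = DMSO alone without ATP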
TAAR1 antagonist – antagonists of human TAAR1 | Q96RJ0 | CHO RD-HGA16 TAAR1, Fluo-8 calcium fluorescence, antagonist | actives 1.5% (n = 360,000) | inhibition, % at 3 µM;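 active means inhibition above a per-plate cutoff, the mean inhibition of test compounds on that plate plus 3 SD, cut at about 49% in these data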;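 further: 0% = DMSO plus EC80 beta-PEA response and 100% = DMSO alone without agonist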
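Material: CHO RD-HGA16 cells bearing hTAAR1; compound dosing: one-point dosing, 3 µM nominal final; schedule: dye loading 75 min at 37 °C, then 30 min room temperature; measured by: calcium fluorescence with Fluo-8; control set: vehicle and agonist controls; replication: n of 1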
M1 ag – human M1 muscarinic receptor agonism. P11229. CHO-K1 hM1, Fluo-8 calcium fluorescence, agonist mode; 0% DMSO, 100% acetylcholine EC100. activation, % at 3 µM. actives 0.33% (n = 360,000). AID 588814;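 active means activation above the run's mean compound activation plus 3 SD, cut at about 16% in these data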;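 further: peak over basal fluorescence ratio within a 140 s kinetic read after compound addition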
CHO parental Ca – signal in parental CHO cells, OX1R antagonist counter-screen. actives 0.63% (n = 330,000). inhibition, % at 5.6 µM. parental CHO-K1, ATP-induced calcium, Fluo-8 fluorescence. AID 463079;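 active means inhibition above that plate's mean sample inhibition plus 3 SD, cut at about 26% in these data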;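 further: 0% = ATP-challenged DMSO wells and 100% = DMSO wells without ATP; some compounds past the cut are filed as inactive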
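Assay system: parental CHO cells; Read-out basis: percent inhibition of ATP-evoked calcium rise, normalized to controls; Benchmarks: ATP and no-ATP DMSO wells; Compound dosing: single nominal dose of 5.6 µM per compound; Signal: Fluo-8 calcium dye fluorescence; Also added: ATP as calcium-mobilizing challenge; Repeats: singlicate.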
CHO-K1 Ca PAM – nonselective activator or artifact in parental CHO-K1 calcium assay; ATP EC20, Fluo-8 calcium fluorescence; 0% at ATP EC20, 100% at ATP max; activation, % at 3 µM; actives 0.02% (n = 360,000);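 active means activation above the run cutoff, the mean activation of all test compounds plus 3 SD, cut at about 40% in these data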;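 further: peak over basal fluorescence ratio in a 140 s read after ATP addition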
M1 antag – human CHRM1 antagonism; CHO-K1 hM1, Fluo-8 calcium fluorescence, ACh EC80 antagonist; inhibition, % at 3 µM; actives 1.3% (n = 360,000);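 active means percent inhibition above its own plate's cutoff, namely the mean of that plate's compound wells plus 3 SD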;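 further: peak over basal fluorescence ratio during 140 s after agonist addition; 0% = ACh EC80 plus DMSO and 100% = DMSO alone without agonist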
* marks the source's active call; other numbers are inactive results. Random draw from the library; overall some 4.4% were active at least once.

Results for Cc1ccc(CC(=O)NCC(c2ccco2)N(C)C)cc1C (stereo not given) ?
CHRM1 PAM: -4.0; TAAR1 ag: -0.2; CHO-K1 Ca ag: -0.2; CHO-K1 Ca antag: 0.2; TAAR1 antagonist: 17.1; M1 ag: -13.2; CHO parental Ca: -22.1; CHO-K1 Ca PAM: 0.8; M1 antag: -6.6

What do the screens show for `CC(C)c1ccccc1NC(=O)COC(=O)/C=C/c1cccc([N+](=O)[O-])c1`?
CHRM1 PAM: 13.6; TAAR1 ag: 3.6; CHO-K1 Ca ag: 1.4; CHO-K1 Ca antag: -11.3; TAAR1 antagonist: -6.4; M1 ag: -9.2; CHO parental Ca: -11.4; CHO-K1 Ca PAM: 16.6; M1 antag: -11.4

What do the screens show for `Cc1[nH]c2ccccc2c1C(=O)CNc1nccs1`?
CHRM1 PAM: -2.3; TAAR1 ag: 7.9; CHO-K1 Ca ag: 0.3; CHO-K1 Ca antag: 3.6; TAAR1 antagonist: 19.6; M1 ag: -1.8; CHO parental Ca: -21.2; CHO-K1 Ca PAM: 4.9; M1 antag: -15.4

How did COC(=O)c1ccc(-c2ccco2)n1Cc1cc(C)ccc1C do in these assays?
CHRM1 PAM: 0.0; TAAR1 ag: 1.7; CHO-K1 Ca ag: -0.3; CHO-K1 Ca antag: 5.4; TAAR1 antagonist: 13.6; M1 ag: -0.2; CHO parental Ca: -11.4; CHO-K1 Ca PAM: -6.4; M1 antag: 2.7

Results for Cc1occc1-c1n[nH]c(=S)n1C ?
CHRM1 PAM: 10.9; TAAR1 ag: 0.8; CHO-K1 Ca ag: 0.1; CHO-K1 Ca antag: -13.2; TAAR1 antagonist: -18.8; M1 ag: -6.8; CHO parental Ca: 1.9; CHO-K1 Ca PAM: 24.3; M1 antag: -1.5

Results for Cc1nc(N)[nH]c(=O)c1CCC(=O)OCC(C)C ?
CHRM1 PAM: 1.3; TAAR1 ag: 9.0; CHO-K1 Ca ag: 0.3; CHO-K1 Ca antag: -2.1; TAAR1 antagonist: -0.9; M1 ag: -4.2; CHO parental Ca: -4.7; CHO-K1 Ca PAM: -0.2; M1 antag: 0.2

Results for Cc1nc(-c2ccccc2)sc1C(=O)O ?
CHRM1 PAM: -2.0; TAAR1 ag: 8.1; CHO-K1 Ca ag: 0.7; CHO-K1 Ca antag: 2.4; TAAR1 antagonist: 20.8; M1 ag: -5.3; CHO parental Ca: -6.3; CHO-K1 Ca PAM: 14.4; M1 antag: 5.0

How did CC1=C(C#N)C(c2ccc(O)cc2)C2=C(CCCC2=O)N1 (stereo not given) do in these assays?
CHRM1 PAM: -7.4; TAAR1 ag: -2.3; CHO-K1 Ca ag: -0.1; CHO-K1 Ca antag: 20.8; TAAR1 antagonist: -10.3; M1 ag: -5.1; CHO parental Ca: -5.8; CHO-K1 Ca PAM: -15.7; M1 antag: 6.5

What do the screens show for `N#C/C(=C\c1ccc(C#N)cc1)C(=O)N1CCCC1`?
CHRM1 PAM: 3.0; CHO-K1 Ca ag: 0.3; CHO-K1 Ca antag: -5.4; M1 ag: -5.0; CHO parental Ca: 8.8; CHO-K1 Ca PAM: 8.6; M1 antag: -6.7

How did Cn1nc(C(F)(F)F)c2cc(C(=O)NC3CC3)sc21 do in these assays?
CHRM1 PAM: 2.4; TAAR1 ag: 2.0; CHO-K1 Ca ag: 0.5; CHO-K1 Ca antag: -6.4; TAAR1 antagonist: -28.2; M1 ag: 2.4; CHO parental Ca: -2.5; CHO-K1 Ca PAM: 13.5; M1 antag: -7.6

Results for COc1ccc(/C(O)=C/C(=O)C(=O)Nc2c(C)n(C)n(-c3ccccc3)c2=O)cc1 ?
CHRM1 PAM: 12.8; TAAR1 ag: 1.4; CHO-K1 Ca ag: 0.3; CHO-K1 Ca antag: -14.8; TAAR1 antagonist: -3.3; M1 ag: -7.0; CHO parental Ca: -11.3; CHO-K1 Ca PAM: 21.8; M1 antag: -9.3

How did CCNC(=O)C1(C)CCN(C(=O)c2cccc3ccccc23)C1 (stereo not given) do in these assays?
CHRM1 PAM: 12.3; TAAR1 ag: 0.7; CHO-K1 Ca ag: 0.7; CHO-K1 Ca antag: -17.6; TAAR1 antagonist: -7.0; M1 ag: -0.5; CHO-K1 Ca PAM: 19.0; M1 antag: -18.7

How did COC(=O)CCNC(=O)c1ccc2nc(Cc3ccc(OC)cc3)oc2c1 do in these assays?
CHRM1 PAM: 5.7; TAAR1 ag: 3.0; CHO-K1 Ca ag: 0.4; CHO-K1 Ca antag: -10.1; TAAR1 antagonist: -16.0; M1 ag: -1.0; CHO parental Ca: -7.9; CHO-K1 Ca PAM: 9.5; M1 antag: -16.0

How did Cc1ccc(P(=O)(CC(=O)O)c2ccc(C)cc2)cc1 do in these assays?
CHRM1 PAM: -0.6; TAAR1 ag: 10.4; CHO-K1 Ca ag: 1.6; CHO-K1 Ca antag: -0.2; TAAR1 antagonist: 13.3; M1 ag: -3.0; CHO parental Ca: 4.3; CHO-K1 Ca PAM: 9.1; M1 antag: 6.7

What do the screens show for `CC1(C)NC(=O)N(CC(O)CN(c2ccccc2)S(=O)(=O)c2ccc([N+](=O)[O-])cc2)C1=O` (stereo not given)?
CHRM1 PAM: 11.0; TAAR1 ag: 13.3; CHO-K1 Ca ag: 0.6; CHO-K1 Ca antag: -6.5; TAAR1 antagonist: -17.6; M1 ag: -2.8; CHO parental Ca: -8.7; CHO-K1 Ca PAM: 9.1; M1 antag: -13.6

How did NS(=O)(=O)c1ccc(CNC(=O)c2cccc(Oc3ccccc3)c2)cc1 do in these assays?
CHRM1 PAM: -2.3; TAAR1 ag: 1.2; CHO-K1 Ca ag: 5.6; CHO-K1 Ca antag: 0.2; TAAR1 antagonist: 17.4; M1 ag: -2.9; CHO parental Ca: 8.4; CHO-K1 Ca PAM: 11.3; M1 antag: 1.4

Results for CC(C)N(C(=O)Cn1c(Cl)nc2ccccc21)C(C)C ?
CHRM1 PAM: 2.7; TAAR1 ag: 0.8; CHO-K1 Ca ag: 0.8; CHO-K1 Ca antag: -6.0; TAAR1 antagonist: -27.3; M1 ag: -4.8; CHO parental Ca: 3.9; CHO-K1 Ca PAM: 4.0; M1 antag: -4.3

How did c1coc(Cn2nnnc2CN2CCN(C3CCCCC3)CC2)c1 do in these assays?
CHRM1 PAM: 3.0; TAAR1 ag: 1.7; CHO-K1 Ca ag: 0.4; CHO-K1 Ca antag: -11.7; TAAR1 antagonist: 15.6; M1 ag: -6.0; CHO parental Ca: -6.0; CHO-K1 Ca PAM: 17.7; M1 antag: -18.7

What do the screens show for `O=C(C1CCC(Cn2c(=S)[nH]c3ccccc3c2=O)CC1)N1CCOCC1` (stereo not given)?
CHRM1 PAM: 1.9; TAAR1 ag: 6.8; CHO-K1 Ca ag: 0.5; CHO-K1 Ca antag: 4.9; TAAR1 antagonist: 14.8; M1 ag: -2.2; CHO parental Ca: 2.4; CHO-K1 Ca PAM: 11.9; M1 antag: 9.4

How did CC1=[N+]([O-])C(C)(C)C(c2ccc(Br)cc2)=[N+]1[O-] do in these assays?
CHRM1 PAM: 1.4; TAAR1 ag: 3.8; CHO-K1 Ca ag: 0.9; CHO-K1 Ca antag: -10.7; TAAR1 antagonist: -15.3; M1 ag: -3.7; CHO parental Ca: -17.1; CHO-K1 Ca PAM: 24.1; M1 antag: -1.7

What do the screens show for `COc1ccc(NC(=O)CS(=O)CC(=O)N2CCN(C3CCCC3)CC2)cc1` (stereo not given)?
CHRM1 PAM: 15.5; TAAR1 ag: 0.2; CHO-K1 Ca ag: -0.2; CHO-K1 Ca antag: -2.5; TAAR1 antagonist: -13.7; M1 ag: 3.1; CHO parental Ca: 0.7; CHO-K1 Ca PAM: -10.6; M1 antag: -8.2

What do the screens show for `O=C(CSCc1ccc([N+](=O)[O-])cc1)NCCSCc1ccccc1`?
CHRM1 PAM: 0.4; TAAR1 ag: 6.0; CHO-K1 Ca ag: 0.1; CHO-K1 Ca antag: 5.0; TAAR1 antagonist: 5.5; M1 ag: -1.0; CHO parental Ca: -13.0; CHO-K1 Ca PAM: -1.4; M1 antag: 3.0

Results for Cc1cc[n+](-c2[nH]c(=O)sc2/C=N/NC(=O)c2ccccc2[O-])cc1C ?
CHRM1 PAM: 8.0; TAAR1 ag: 0.0; CHO-K1 Ca ag: 1.4; CHO-K1 Ca antag: -14.4; TAAR1 antagonist: -9.4; M1 ag: -3.9; CHO parental Ca: -2.4; CHO-K1 Ca PAM: 22.6; M1 antag: -4.7

Results for COc1cc(OC)cc(C(=O)NN(CCC#N)C2=NS(=O)(=O)c3ccccc32)c1 ?
CHRM1 PAM: 9.5; TAAR1 ag: -1.4; CHO-K1 Ca ag: 1.0; CHO-K1 Ca antag: -12.1; TAAR1 antagonist: 7.6; M1 ag: -4.0; CHO parental Ca: -5.5; CHO-K1 Ca PAM: -7.1; M1 antag: -13.4

Results for O=C(c1c(F)cccc1F)N1CCC(O)(c2cccnc2)CC1 ?
CHRM1 PAM: -0.8; TAAR1 ag: 2.5; CHO-K1 Ca ag: 0.4; CHO-K1 Ca antag: -1.6; TAAR1 antagonist: 7.2; M1 ag: -2.3; CHO parental Ca: -11.4; CHO-K1 Ca PAM: 10.6; M1 antag: -18.1

Results for O=C(Cn1ncc2c3ccccc3n(Cc3ccccc3F)c2c1=O)NCCN1CCOCC1 ?
CHRM1 PAM: 0.3; TAAR1 ag: 4.3; CHO-K1 Ca ag: 0.7; CHO-K1 Ca antag: -3.5; TAAR1 antagonist: -10.1; M1 ag: -2.4; CHO parental Ca: -7.2; CHO-K1 Ca PAM: -4.0; M1 antag: 0.1

How did COCCN(Cc1ccccc1)C(=S)Nc1ccc(Cl)cc1 do in these assays?
CHRM1 PAM: -3.3; TAAR1 ag: 0.5; CHO-K1 Ca ag: 0.4; CHO-K1 Ca antag: -11.9; TAAR1 antagonist: -5.9; M1 ag: -11.7; CHO parental Ca: -19.4; CHO-K1 Ca PAM: -9.2; M1 antag: -1.0

Results for Cc1ccc(CSCC(=O)NCc2ccc(F)cc2)cc1 ?
CHRM1 PAM: 9.7; TAAR1 ag: -2.2; CHO-K1 Ca ag: 0.5; CHO-K1 Ca antag: -10.7; TAAR1 antagonist: -9.2; M1 ag: -1.9; CHO parental Ca: -17.1; CHO-K1 Ca PAM: 15.3; M1 antag: -7.6

Results for CN(Cc1ccccc1)S(=O)(=O)c1cccc2nsnc12 ?
CHRM1 PAM: 5.9; TAAR1 ag: 5.0; CHO-K1 Ca ag: 0.8; CHO-K1 Ca antag: -2.6; TAAR1 antagonist: 15.8; M1 ag: -11.2; CHO parental Ca: -11.0; CHO-K1 Ca PAM: 3.2; M1 antag: 2.8

Assay outcomes deposited in PubChem by The Scripps Research Institute Molecular Screening Center.
